Bioassay records: PubChem BioAssay, several laboratories
Anthrax LF inh2: blocks Bacillus anthracis lethal factor protease; AID 588501; P15917; inhibition, % at 10 µM; multiplex microsphere protease cleavage assay, LF; 360,000 tested, 0.12% active; also: plate controls were buffer without enzyme for full effect and enzyme alone for no effect
Target sequence (P15917 whole entry, looked up): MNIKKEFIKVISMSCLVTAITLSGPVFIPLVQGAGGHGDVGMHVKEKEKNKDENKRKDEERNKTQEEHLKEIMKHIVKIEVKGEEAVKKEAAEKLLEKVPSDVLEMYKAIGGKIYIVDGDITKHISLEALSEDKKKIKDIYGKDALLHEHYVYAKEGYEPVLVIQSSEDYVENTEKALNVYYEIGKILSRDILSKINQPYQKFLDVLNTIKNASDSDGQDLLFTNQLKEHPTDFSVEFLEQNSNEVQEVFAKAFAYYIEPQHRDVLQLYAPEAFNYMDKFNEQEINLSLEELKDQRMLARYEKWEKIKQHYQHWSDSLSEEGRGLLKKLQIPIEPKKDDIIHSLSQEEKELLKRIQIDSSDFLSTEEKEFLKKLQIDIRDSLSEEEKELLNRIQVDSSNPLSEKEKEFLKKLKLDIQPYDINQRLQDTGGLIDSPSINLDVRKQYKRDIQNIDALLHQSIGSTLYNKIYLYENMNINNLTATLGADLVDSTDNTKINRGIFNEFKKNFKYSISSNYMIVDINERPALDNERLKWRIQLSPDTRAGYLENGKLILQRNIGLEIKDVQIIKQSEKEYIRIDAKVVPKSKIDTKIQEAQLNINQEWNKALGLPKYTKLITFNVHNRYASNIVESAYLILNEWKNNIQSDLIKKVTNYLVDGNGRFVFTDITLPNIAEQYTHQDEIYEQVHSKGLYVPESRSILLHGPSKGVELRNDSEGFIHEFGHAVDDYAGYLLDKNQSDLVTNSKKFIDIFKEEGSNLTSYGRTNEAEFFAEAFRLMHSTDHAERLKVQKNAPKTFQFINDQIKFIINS
CCHF vOTU inh: blocks the CCHF virus ovarian tumor domain protease; 370,000 tested, 0.55% active; AID 651958; CCHFV vOTU protease, Pep-AMC fluorescence; inhibition, % at 11.5 µM; in the data active = inhibition above about 30%; also: 0% = vehicle wells with enzyme and 100% = no enzyme wells
BoNT A protease: blocks Botulinum neurotoxin A light chain protease. 360,000 tested, 0.17% active. multiplex microsphere protease substrate cleavage, flow cytometry. inhibition, % at 10 µM; also: plate controls were buffer without enzyme for full effect and enzyme alone for no effect
SSB-PriA inh: inhibitors of Klebsiella pneumoniae PriA binding to SSB C-terminal tail; AlphaScreen SSBct-PriA binding, biotinylated peptide; inhibition, % at 33 µM; 430,000 tested, 0.6% active; AID 1272365; in the data active = inhibition mostly above about 37%, no sharp cut-off; inactive = mostly below about 20%;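 also: plate controls were negative control peptide for no effect and reference peptide for full effect; strong numbers were not always called active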
MazF activator: increases E. coli MazEF RNase cleavage of RNA. FAM/BHQ RNA-DNA oligo cleavage fluorescence, 5 h. activation, % at 20 µM. 350,000 tested, 0.32% active. AID 504720; in the data active = activation above about 50%
Target sequence (P0AE70 whole entry, looked up): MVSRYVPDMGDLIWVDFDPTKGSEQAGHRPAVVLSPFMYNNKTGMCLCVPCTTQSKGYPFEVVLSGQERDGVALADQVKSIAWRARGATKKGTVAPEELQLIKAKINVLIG
SARS 3CLpro inh: SARS-CoV 3CLpro protease inhibition; P0C6X7; recombinant SARS-CoV 3CLpro, quenched FRET peptide cleavage; 290,000 tested, 0.14% active; AID 1706; inhibition, % at 6 µM; in the data active = inhibition above about 12%
VHR inh abs: DUSP3 (human) phosphatase inhibition. P51452. recombinant VHR phosphatase, pNPP absorbance. inhibition, % at 13.3 µM. 290,000 tested, 0.52% active. AID 1654; in the data active = inhibition above about 50%; also: some compounds called inactive have numbers as strong as hits
PrPC TRFRET: reduces human prion protein on the cell surface; P04156; cell surface PrPC, TR-FRET read-out; inhibition, % at 13.8 µM; 370,000 tested, 0.43% active; AID 720596; in the data active = inhibition above about 24%; also: 0% = median of the test wells and 100% = reference compound wells
Rv3671c protease: inhibitors of M. tuberculosis serine protease Rv3671c | inhibition, % at 5.96 µM | 320,000 tested, 0.048% active; in the data active = inhibition above about 38%;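 also: extracellular domain of Rv3671c used as enzyme; 0% = enzyme with DMSO and 100% = no enzyme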
BoNT-F LC inh: blocks Botulinum neurotoxin F light chain protease; Multiplex microsphere protease cleavage assay, flow cytometry; inhibition, % at 10 µM; 360,000 tested, 0.22% active; AID 588497; in the data active = inhibition above about 35%, passing the limit was not always enough; inconclusive = no clear call, values can overlap the other calls; also: plate controls were buffer without enzyme for full effect and enzyme alone for no effect
An asterisk follows results filed as active; ? = inconclusive; / = no result given; & = joins results of further samples. Rule as the data show it, unless noted: active = inhibition above about 30%; inconclusive = no clear call, values can overlap the other calls; inactive = below that. The list is partial; the hit share may differ from the screen's.

Below each SMILES: Anthrax LF inh2	CCHF vOTU inh	BoNT A protease	SSB-PriA inh	MazF activator	SARS 3CLpro inh	VHR inh abs	PrPC TRFRET	Rv3671c protease	BoNT-F LC inh
O=C(O)CCC(=O)Nc1nc2nccc(-c3ccccc3)n2n1
 : -4	-34	-0.1	-7	5	2	21	2	-2	-5
COC(=O)C1=C(C)N(CC2CC2)C(=O)N[C@H]1c1ccc(Br)cc1
 : /	7	/	-2	0	1	-7	2	-10	/
O=C(NNc1ncnc2c1cnn2-c1ccc(F)cc1)c1cccs1
 : -1	-6	0.2	-5	1	3	20	-3	0	-3
O=C(CCN1C(=O)/C(=C/c2cccs2)SC1=S)NC1=NCCS1
 : 0	3	4.0	-15	28	-2	4	5	-21	-2
Cc1[nH]n(-c2ccccc2)c(=O)c1N=Nc1cccc(S(=O)(=O)N2CCOCC2)c1
 : 0	-11	-0.1	19	1	-1	-4	2	11	-4
O=C(/C=C/c1ccc(Cl)cc1Cl)N(Cc1ccc(Cl)cc1)C1CCS(=O)(=O)C1 (centres undefined)
 : -3	7	-0.3	8	-3	-5	3	6	3	2
CCOc1ccc(NC(=O)CN(C)C(=O)CN2C(=O)C3CC=CCC3C2=O)cc1OCC (centres undefined)
 : -2	-5	0.8	-19	7	/	/	11	12	1
O=C(Cn1nc(C(=O)O)c2ccccc2c1=O)Nc1ccccc1C(F)(F)F
 : 8	9	-2.1	-5	-33	-2	-6	0	-7	1
CCc1ccc(C(=O)Nc2ccc(OC)c(S(=O)(=O)N3CCOCC3)c2)cc1
 : 1	-10	-0.4	4	6	4	28	10	1	1
Cc1ccc(S(=O)(=O)NCC(=O)N(CC(=O)NCC2CCCO2)Cc2ccccc2)cc1 (centres undefined)
 : 1	1	0.3	-18	5	-1	-8	2	5	-3
O=C1SCC(c2ccc(Cl)cc2Cl)=NN1Cc1nnc(-c2ccccc2)o1
 : -1	18	-0.2	-8	-2	5	6	-4	-6	-4
Cc1ccc(CN2CC(C(=O)Nc3ncccc3C)CC2=O)cc1 (centres undefined)
 : 4	-10	2.6	-11	-3	5	-2	-5	-4	3
CC(=O)c1cccc(OCC(=O)N(C)CC(=O)Nc2ccc(F)cc2)c1
 : /	4	/	-6	-7	-3	31	6	6	/
Cc1ccc(C)c(Nc2cc(C)nc3ncnn23)c1
 : 3	-5	-1.3	-8	5	-2	18	10	-4	-28
Cc1cc(NC(=O)CSc2nccn2-c2ccc(Cl)cc2)no1
 : -2	12	-0.1	-1	4	-2	-11	3	5	-5

Continued.
Below each SMILES: Anthrax LF inh2	CCHF vOTU inh	BoNT A protease	SSB-PriA inh	MazF activator	SARS 3CLpro inh	VHR inh abs	PrPC TRFRET	Rv3671c protease	BoNT-F LC inh
O=C(CCCN1C(=O)/C(=C/c2ccccc2Cl)SC1=S)NCCCN1CCOCC1
 : -4	21	-0.3	13	9	4	21	-7	-57	-2
Cc1ccccc1C(O)c1cccnc1 (centres undefined)
 : -1	-14	0.3	-4	4	-6	2	8	5	-1
Nn1c(SCC(=O)NC2CCCC2)nnc1C(F)(F)F
 : -1	3	-0.2	/	7	/	/	-7	/	1
O=S1(=O)CC(N2CCCCC2)CN1C1CCCCC1 (centres undefined)
 : 4	5	0.2	/	/	/	/	6	/	4
C/[N+]([O-])=C/c1c(OCc2ccc(Cl)cc2Cl)ccc2ccccc12
 : 0	9	-0.5	-6	2	3	35	12	-10	2
CC1(C)Cc2c(cnn2-c2ccc(F)cc2)C(NC(=O)c2cnccn2)C1 (centres undefined)
 : -2	-3	-0.1	11	6	2	-3	2	6	-8
CN(C#N)c1nc(N2CCOCC2)nc(N2CCOCC2)n1
 : 1	11	-0.8	-3	3	0	/	-4	-3	11
CCOC(=O)c1sc(NC(=O)CCSC)nc1C
 : -4	-3	0.4	-15	-9	-3	19	0	-6	1
FC(F)(F)c1ccc(CN2C[C@@H]3C(c4ccc(C(F)(F)F)cc4)C4(c5cccnc5)CC3(C4)[C@H]2c2ccccc2)cc1 (some centres undefined)
 : -5	1	-0.4	-8	1	/	7	4	-7	-9
Cc1cccc(C)c1OCC(=O)Nn1c(COc2ccccc2)nc2ccccc2c1=O
 : -3	12	1.4	-15	0	0	16	5	0	2
Cc1ccc(C(=O)O)cc1N1C(=O)CCCC1=O
 : -1	-9	1.0	-6	4	4	10	8	10	6
O=C1C(=Cc2cccc(Cl)c2)CCc2ccccc21
 : -1	11	0.2	/	/	/	/	-8	/	-3
CCOc1cccc(/C=C2/NC(=O)N(CC(=O)Nc3cccc(C)c3)C2=O)c1O
 : 4	1	-0.4	-16	-32	2	1	-6	-22	6
CC(C)C[C@@]12C(=O)N(c3cccc(Br)c3)C(=O)N1[C@H](c1ccc(F)cc1)[C@@H]1C(=O)N(C3CCCCC3)C(=O)[C@@H]12
 : -8	12	0.1	-3	-14	/	/	5	-3	-2
COc1cc(S(=O)(=O)N2CCN=C2c2ccccc2)c(OC)cc1Cl
 : 0	-5	0.0	-7	2	-7	14	5	-3	-3

As entered above:
`COc1cc(S(=O)(=O)N2CCN=C2c2ccccc2)c(OC)cc1Cl` in BoNT-F LC inh reads -3
`Nn1c(SCC(=O)NC2CCCC2)nnc1C(F)(F)F` in BoNT-F LC inh reads 1
`CCOc1ccc(NC(=O)CN(C)C(=O)CN2C(=O)C3CC=CCC3C2=O)cc1OCC` (centres undefined) in Anthrax LF inh2 reads -2
`O=C(O)CCC(=O)Nc1nc2nccc(-c3ccccc3)n2n1` in Rv3671c protease reads -2
`O=C1SCC(c2ccc(Cl)cc2Cl)=NN1Cc1nnc(-c2ccccc2)o1` in SSB-PriA inh reads -8
`CCOc1cccc(/C=C2/NC(=O)N(CC(=O)Nc3cccc(C)c3)C2=O)c1O` in SSB-PriA inh reads -16

A portion from the list above, as a working copy:
Below each SMILES: Anthrax LF inh2	CCHF vOTU inh	BoNT A protease	SSB-PriA inh	MazF activator	SARS 3CLpro inh	VHR inh abs	PrPC TRFRET	Rv3671c protease	BoNT-F LC inh
O=C1C(=Cc2cccc(Cl)c2)CCc2ccccc21
 : -1	11	0.2	/	/	/	/	-8	/	-3
CCOc1cccc(/C=C2/NC(=O)N(CC(=O)Nc3cccc(C)c3)C2=O)c1O
 : 4	1	-0.4	-16	-32	2	1	-6	-22	6
CC(C)C[C@@]12C(=O)N(c3cccc(Br)c3)C(=O)N1[C@H](c1ccc(F)cc1)[C@@H]1C(=O)N(C3CCCCC3)C(=O)[C@@H]12
 : -8	12	0.1	-3	-14	/	/	5	-3	-2
COc1cc(S(=O)(=O)N2CCN=C2c2ccccc2)c(OC)cc1Cl
 : 0	-5	0.0	-7	2	-7	14	5	-3	-3

New compounds follow:
Below each SMILES: Anthrax LF inh2	CCHF vOTU inh	BoNT A protease	SSB-PriA inh	MazF activator	SARS 3CLpro inh	VHR inh abs	PrPC TRFRET	Rv3671c protease	BoNT-F LC inh
CCCC(C)n1[nH]c(=O)cc1N (centres undefined)
 : 0	7	0.2	-13	5	1	-18	-6	-7	1
COc1ccccc1S(=O)(=O)N(C)C[C@@H]1OCc2cnnn2CCCC(=O)N([C@@H](C)CO)C[C@@H]1C
 : 2	-5	0.3	/	-3	/	/	-1	/	11
CCOc1ccccc1N1CCN(Cc2c(C)n(C)n(-c3ccccc3)c2=O)CC1
 : -1	/	0.0	-11	-3	5	20	/	4	1
N#Cc1c2c(c(-c3ccccc3)[nH]c1=O)CCCC2
 : -2	0	0.0	-3	5	-1	13	0	/	3
CCOC(=O)c1ccc2c(c1)nc(-c1ccc(F)cc1)c1nccn12
 : 0	7	-1.7	13	-7	0	0	-2	-3	-8
Cc1onc(-c2ccccc2)c1C(=O)Nc1ccc2c(c1)OCCO2
 : 4	22	0.6	-4	-3	0	6	6	2	-12
CCn1c(SCC(=O)Nc2ccccc2OC)nc(O)cc1=O
 : 6	2	-6.0	4	2	7	2	1	2	?
Cc1ccc(S(=O)(=O)NCc2ccccc2)cc1C(=O)N1CC(C)CC(C)C1 (centres undefined)
 : 0	-1	0.1	-6	-2	/	/	3	5	9
O=C(/C=C/c1cccc([N+](=O)[O-])c1)c1ccco1
 : -3	-7	1.8	-22	-7	-1	20	-1	2	4
C/C(=N\NC(=O)CN1CCN(c2ccc(F)cc2)CC1)c1ccco1
 : -3	-8	3.2	/	3	/	/	7	6	?
FC(F)Oc1ccc(/C=N/NC(=S)Nc2cc(C(F)(F)F)ccc2Cl)cc1
 : 0	-15	0.3	/	12	0	1	0	-5	-2
COc1ccc(CCNC(=O)c2nn(C)c3c2CS(=O)(=O)c2ccccc2-3)c(OC)c1
 : 0	10	1.8	7	20	-4	0	13	-5	2
CN(NC(=O)COc1ccccc1)C1=NS(=O)(=O)c2ccccc21
 : -1	-3	0.6	2	3	-4	13	0	3	3
O=C(O)CN(Cc1ccccc1)S(=O)(=O)c1ccc2c(c1)OCCO2
 : -6	-14	-1.3	-7	0	3	3	0	6	1
O=C(CCC(=O)c1cccs1)NNC(=O)c1ccccc1O
 : 10	-4	7.3	1	-8	/	/	3	9	25

The results go on:
Below each SMILES: Anthrax LF inh2	CCHF vOTU inh	BoNT A protease	SSB-PriA inh	MazF activator	SARS 3CLpro inh	VHR inh abs	PrPC TRFRET	Rv3671c protease	BoNT-F LC inh
COc1ccc(N2CCCC2)c(NC(=O)COc2ccccc2)c1
 : -3	9	-1.0	-3	4	3	10	1	0	-3
O=C(CSc1nnc(-c2ccncc2)o1)NCc1ccccc1
 : 1	19	-1.3	-3	0	3	-3	8	8	-5
O=C(O)/C=C/c1cn(Cc2ccccc2)nc1-c1ccc(Cl)cc1
 : -4	12	0.1	7	5	6	18	3	-6	-1
COc1ccc(C(CNS(=O)(=O)c2ccc(C)cc2)N2CCN(C)CC2)cc1 (centres undefined)
 : ?	-11	1.8	-4&-4	-9	/	/	-4	-11	6
CCn1c(COc2cccc3cccnc23)nnc1SCC(=O)OC
 : -1	5	-0.7	-5	-1	0	18	-12	-17	-3
Nc1ccn([C@@H]2O[C@H](CNCc3ccc(Oc4cc(-n5cccn5)ncn4)cc3)[C@@H](O)[C@H]2O)c(=O)n1
 : 2	-14	-0.3	/	8	/	/	-5	/	-4
O=C(NC1CC2CCCC(C1)N2S(=O)(=O)c1ccccc1)c1ccccc1 (centres undefined)
 : 7	1	1.2	-20	-1	-2	-15	1	0	5
Cc1cccc(-n2nc(C(=O)Nc3ccccc3)n3c(=O)cc(-c4ccccc4)nc23)c1
 : -3	8	-1.0	-14	14	-3	33	-4	5	4
COc1cc(C(=O)N2CCc3ccccc32)cc(OC)c1OC
 : -2	14	3.5	1&-14	9	2	28	-4	6	-11
CCn1c(SCC(=O)c2ccc(Cl)s2)nnc1-c1cccs1
 : 0	6	2.5	-13	21	0	15	4	1	-12
OCC[C@@H]1C[C@H](O)[C@@H](O)[C@]2(CCc3ccccc3O2)O1
 : -1	14	0.3	-9	-4	3	41	7	2	-4
OC[C@@H]1CN(Cc2ccncc2)C[C@H](n2cnc3c(N4CCOCC4)ncnc32)O1
 : -10	1	-0.2	/	/	/	/	-8	/	-5
O=C(Nc1cccn(Cc2c(Cl)cccc2Cl)c1=O)c1c(Cl)cccc1Cl
 : ?	-3	?	0	-5	3	15	1	-23	?
CCCCCCCC(=O)Nc1cc(C(=O)NCc2ccc(C)cc2)ccc1N1CCC2(CC1)CC(c1cccc(Br)c1)=NO2
 : -3	3	-0.2	-14	0	/	/	1	11	-9
COc1ccc(CN(C(=O)c2ccccc2OC)C2CCS(=O)(=O)C2)cc1 (centres undefined)
 : 4	-9	0.4	-6	4	-2	-6	1	0	3
